# High-throughput results as filed in PubChem.
# FLuc inhib CS: firefly luciferase enzyme inhibitors, primary screen, artefact control for luciferase-based inhibitor screens, biochemical, luminescence, ATPLite. 10 min. hit rate 1.5% among 200,000. inhibition, % at 10 µM. Luciferin 4-monooxygenase (Photinus pyralis), P08659;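 active = inhibition above about 50% when tested at 10 µM, limit read from the data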
# Target sequence (P08659 whole entry, looked up): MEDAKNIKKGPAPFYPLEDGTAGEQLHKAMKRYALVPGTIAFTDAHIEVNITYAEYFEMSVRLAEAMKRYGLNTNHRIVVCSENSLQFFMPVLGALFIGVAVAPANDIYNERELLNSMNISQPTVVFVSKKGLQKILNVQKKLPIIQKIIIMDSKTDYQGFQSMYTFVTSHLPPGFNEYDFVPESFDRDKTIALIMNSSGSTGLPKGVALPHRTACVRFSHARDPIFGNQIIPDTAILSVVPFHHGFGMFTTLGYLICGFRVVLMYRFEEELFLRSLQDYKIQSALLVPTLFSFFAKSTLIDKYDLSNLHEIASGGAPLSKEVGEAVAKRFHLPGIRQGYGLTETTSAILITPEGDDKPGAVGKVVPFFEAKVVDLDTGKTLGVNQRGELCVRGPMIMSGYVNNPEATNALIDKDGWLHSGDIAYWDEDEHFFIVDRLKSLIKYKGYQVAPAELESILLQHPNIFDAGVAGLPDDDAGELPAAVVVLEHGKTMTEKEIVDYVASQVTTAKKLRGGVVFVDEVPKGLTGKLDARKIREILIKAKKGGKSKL
# STAT1 activator: STAT1 signaling activators, primary screen, cell-based, HTS, luciferase reporter. NIH 3T3 STAT1-luciferase reporter, IFN-gamma, luminescence; 100% = IFN-gamma alone, no compound. activation (% of control), % at 5.5 µM. hit rate 2.6% among 200,000. AID 932, 2007;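 active = activation above the screen-wide mean activation plus 3 SD, cut at about 130% in these data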;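 also: raw ratio to IFN-gamma control signal so 100% means no change and 0% no light; values of inactives mirror those of a sister screen read the other way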
# NF-kB neuron act: activators of NF-kB expression in neurons, primary screen, cell-based, HTS. human neuronal cells, NF-kB reporter expression; hits give high values. fold change at 12.5 µM. hit rate 1.6% among 190,000. AID 1239, 2008; in the data active = fold change above about 3.3
# STAT3 activator: IL-6 driven STAT3 reporter potentiators, primary screen, U3A cells, luciferase, luminescence, MLSCN library. IL-6 STAT3-luciferase reporter; 100% = signal with IL-6 EC80 alone. AID 871, 2007. hit rate 0.91% among 190,000. activation (% of control), % at 5.6 µM;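 active = activation above the screen-wide mean of compound activation plus 3 SD, cut at about 130% in these data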;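 also: 0% = background luminescence of wells with medium and substrate only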
#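 Test system: STAT3-luciferase reporter U3A cells; Detection: reporter luminescence signal; Times: 1 h compound pre-exposure, 6 h IL-6 stimulation, 37 °C; Benchmarks: IL-6-only high control; Also added: IL-6 stimulus at 33 ng/mL final.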
# STAT1 inh: STAT1 signaling inhibitors, primary screen, cell-based, HTS, luciferase reporter; NIH 3T3 STAT1-luciferase reporter, IFN-gamma, luminescence; inhibition, % at 5.5 µM; hit rate 0.35% among 200,000; AID 920, 2007;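 active = inhibition above a set limit, the mean inhibition across all tested compounds plus 3 SD, cut at about 34% in these data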;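 also: 0% = IFN-gamma with DMSO and 100% = IFN-gamma with 300 µM nifuroxazide; values of inactives mirror those of a sister screen read the other way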
# APP transl inh: inhibitors of APP translation via 5'UTR reporter, primary screen, APP 5'UTR luciferase, SH-SY5Y cells. SH-SY5Y APP 5'UTR-luciferase reporter, luminescence. inhibition, % at 2 µM. hit rate 0.82% among 190,000;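 active = inhibition above a set limit, derived from the sample mean plus 3 SD, cut at about 45% in these data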; also: values of inactives mirror those of a sister screen read the other way
# FLuc act counter: FLuc activators, initial screening, artefact control for FLuc-dependent activation tests, biochemical, ATPlite luminescence; 200,000 tested, under 10 active; ATPlite luciferase biochemical, 10 min; 0 = ATP-free wells, 1 = DMSO control; Luciferin 4-monooxygenase (Photinus pyralis), P08659; activation factor at 10 µM;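 active = luciferase activation factor, scaled between plate controls, of at least 2 with compound at 10 µM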
#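 Material: Luciferase/luciferin reagent mix; Doses: test compounds dosed from 2 mM stocks in 100% DMSO; Schedule: 10 min incubation after luciferase reagent addition, room temperature; Measured by: luminescence from luciferase reaction; Read-out: luminescence gain marking luciferase activators.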
# ROMK primary: ROMK potassium channel modulators, primary screen, cell-based, thallium flux, MLSMR library; B-score at 10 µM; ATP-sensitive inward rectifier potassium channel 1 (Homo sapiens), P48048; Tet-inducible ROMK, thallium flux fluorescence; actives lie on both sides; hit rate 2% among 130,000;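 active = signal ratio slope over the read window, or its plate-corrected B-score, at least 3 SD from the plate mean, either direction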;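 also: B-score of the F/F0 ratio slope over 7 to 12 s after thallium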
# Target sequence (P48048 whole entry, looked up): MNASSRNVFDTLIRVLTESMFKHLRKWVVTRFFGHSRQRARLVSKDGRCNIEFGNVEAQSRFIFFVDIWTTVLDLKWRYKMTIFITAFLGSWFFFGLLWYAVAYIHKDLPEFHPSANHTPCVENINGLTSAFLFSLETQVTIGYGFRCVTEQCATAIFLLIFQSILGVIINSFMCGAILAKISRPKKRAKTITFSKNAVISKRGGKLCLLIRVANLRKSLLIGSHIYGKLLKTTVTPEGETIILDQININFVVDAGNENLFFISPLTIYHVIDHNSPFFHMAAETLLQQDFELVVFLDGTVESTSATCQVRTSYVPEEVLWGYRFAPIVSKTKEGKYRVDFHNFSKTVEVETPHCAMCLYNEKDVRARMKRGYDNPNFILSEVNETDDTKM
# APP 5'UTR act: activators of APP 5'UTR luciferase reporter, primary screen, SH-SY5Y cells. SH-SY5Y APP 5'UTR luciferase reporter, luminescence; zero percent = DMSO vehicle wells. activation, % at 2 µM. AID 1276, 2008. hit rate 1% among 190,000;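 active = activation above a set limit, based on mean plus 3 SD of controls, cut at about 140% in these data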; also: values of inactives mirror those of a sister screen read the other way
# STAT3 inh: IL-6 driven STAT3 reporter inhibitors, primary screen, U3A cells, luciferase, luminescence, MLSCN library; IL-6 STAT3-luciferase reporter; host cell line lacks STAT1; inhibition, % at 5.5 µM; hit rate 0.89% among 190,000;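 active = inhibition above the mean inhibition across all screened compounds plus 3 SD, cut at about 44% in these data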;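 also: 0% = DMSO only wells and 100% = 100 µM nifuroxazide control wells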
# * marks the source's active call; other numbers are inactive results; / = not tested or not shown. Hits appear at their usual frequency (roughly 7.1% active in at least one column).
# Sample of the layout:
SMILES,FLuc inhib CS,STAT1 activator,NF-kB neuron act,STAT3 activator,STAT1 inh,APP transl inh,FLuc act counter,ROMK primary,APP 5'UTR act,STAT3 inh
CC(=O)Nc1cc(C(=O)OCC(=O)c2ccc(C)cc2)ccc1C,46,143*,3.9*,122,-46,-17,0.5,0.68,17,-29
CCCC/C(C)=N/NC(=O)CN(c1ccc(Br)cc1)S(=O)(=O)c1ccccc1,-2,108,1.1,102,-9,4,1,-0.24,-4,2
CSc1nc(-c2ccccc2)nc(N2CCCC2)c1C(C)=O,-6,102,1.3,100,-4,-4,1.1,-1,5,1
CC(C)(C)N(Cc1ccccc1)C(=O)c1ccc2c(c1)OCCO2,-6,97,0.59,94,4,2,1.1,/,-2,11
CC(=O)c1cccc(-n2nnnc2SCC(=O)NNC(=O)C2CCCCC2)c1,-4,99,1.1,95,1,-24,1,0.049,24,13
COc1ccccc1NC1=C(NC(C)=O)C(=O)c2ccccc2C1=O,7,99,0.95,118,2,-2,0.9,-0.56,2,-19
CC1=C(C(=O)OCC(C)C)C(c2ccsc2)C2=C(CCCC2=O)N1 (stereo unspecified),-7,99,1.3,99,1,2,1.1,-0.38,-2,1
CC(=O)Nc1ccc(C2=NN(CC#N)C(=O)SC2)cc1,-11,106,1.1,91,-7,-12,1.1,/,12,16
Cc1ccc(N=C/C(C(=O)C(F)(F)F)=C(\O)c2cccs2)cc1,43,51,2.7,27,54*,-190,0.6,/,190*,84*
C(=N\Nc1ncnc2ccccc12)/c1ccccc1,74*,132*,6*,82,-33,-63,0.3,0.033,63,28
CCC(=O)Nc1ccc(S(=O)(=O)NCc2ccco2)cc1,-7,107,0.91,98,-7,-14,1.1,0.68,14,-1
CN1CCN(S(=O)(=O)c2ccc(N)cc2)CC1,-7,107,1,101,-8,11,1.1,/,-11,4

# All compounds of this part (from the top)
SMILES,FLuc inhib CS,STAT1 activator,NF-kB neuron act,STAT3 activator,STAT1 inh,APP transl inh,FLuc act counter,ROMK primary,APP 5'UTR act,STAT3 inh
CC(=O)Nc1cc(C(=O)OCC(=O)c2ccc(C)cc2)ccc1C,46,143*,3.9*,122,-46,-17,0.5,0.68,17,-29
CCCC/C(C)=N/NC(=O)CN(c1ccc(Br)cc1)S(=O)(=O)c1ccccc1,-2,108,1.1,102,-9,4,1,-0.24,-4,2
CSc1nc(-c2ccccc2)nc(N2CCCC2)c1C(C)=O,-6,102,1.3,100,-4,-4,1.1,-1,5,1
CC(C)(C)N(Cc1ccccc1)C(=O)c1ccc2c(c1)OCCO2,-6,97,0.59,94,4,2,1.1,/,-2,11
CC(=O)c1cccc(-n2nnnc2SCC(=O)NNC(=O)C2CCCCC2)c1,-4,99,1.1,95,1,-24,1,0.049,24,13
COc1ccccc1NC1=C(NC(C)=O)C(=O)c2ccccc2C1=O,7,99,0.95,118,2,-2,0.9,-0.56,2,-19
CC1=C(C(=O)OCC(C)C)C(c2ccsc2)C2=C(CCCC2=O)N1 (stereo unspecified),-7,99,1.3,99,1,2,1.1,-0.38,-2,1
CC(=O)Nc1ccc(C2=NN(CC#N)C(=O)SC2)cc1,-11,106,1.1,91,-7,-12,1.1,/,12,16
Cc1ccc(N=C/C(C(=O)C(F)(F)F)=C(\O)c2cccs2)cc1,43,51,2.7,27,54*,-190,0.6,/,190*,84*
C(=N\Nc1ncnc2ccccc12)/c1ccccc1,74*,132*,6*,82,-33,-63,0.3,0.033,63,28
CCC(=O)Nc1ccc(S(=O)(=O)NCc2ccco2)cc1,-7,107,0.91,98,-7,-14,1.1,0.68,14,-1
CN1CCN(S(=O)(=O)c2ccc(N)cc2)CC1,-7,107,1,101,-8,11,1.1,/,-11,4
COc1cnc(-c2ccccc2)nc1Oc1ccc(C(C)(C)C)cc1,-5,104,1.2,107,-4,-19,1,/,19,-3
Cc1[nH]c(=O)cc2ccccc12,0,96,1.1,92,4,-3,1,-0.39,3,12
CCOC(=O)C1=C(C)NC(=O)NC1c1ccc(F)cc1 (stereo unspecified),-5,98,1.4,94,2,-3,1,-1.1,3,10
COCc1cc(Sc2c(Cl)cccc2Cl)nc(-c2ccccc2)n1,-5,98,1.2,102,2,-6,1.1,/,6,-2
O=C(Nc1ccccc1)C1CCN(C(=O)c2ccc([N+](=O)[O-])cc2)CC1,-3,98,1,103,0,10,1,0.022,-10,3
COc1cc2cc(C(N)=O)c(N)nc2cc1OC,-4,105,0.9,108,-6,10,1,1.1,-10,-6
C=CCN1C(=O)C(CC(=O)NCC)SC1=Nc1ccc(S(N)(=O)=O)cc1 (stereo unspecified),0,99,1.1,106,1,-9,1,/,9,-4
CCC(C)n1cnc2c(c1=O)c1nc3ccccc3nc1n2Cc1ccc(OC)cc1 (stereo unspecified),-5,105,0.35,95,-6,-1,1.1,/,1,17
O=[N+]([O-])c1ccc(Sc2cccc3cccnc23)c2cccnc12,-2,97,1,99,1,-8,1,-1.1,8,7
Cn1c2ccccc2c(=O)c2c(O)cccc21,-6,104,1.1,87,-4,2,1.1,-0.45,-2,19
CCOC(=O)c1ccc(N/C=C2/CCCC(C)C2=O)cc1 (stereo unspecified),8,115,2.5,95,-25,-16,0.9,0.0093,16,6
O=C(NNc1nc2ccc(F)cc2s1)c1cccc(F)c1,-3,117,1.4,95,-20,-31,1,0.4,31,7
O=[N+]([O-])c1ccc(N2CCOCC2)cc1NCc1ccccc1,-6,104,1.2,107,-4,0,1.1,/,0,-4
CCOc1ccc2[nH]cc(S(=O)(=O)c3ccc(F)cc3)c(=O)c2c1,-9,88,1.1,81,13,1,1.1,/,-1,28
Cn1c(C(C)(O)C(O)c2ccccc2)nc2ccccc21 (stereo unspecified),-2,102,0.93,103,-2,3,1,-0.67,-3,-3
CCOc1ccc(NC(=O)CSc2nnc(-c3ccoc3C)n2CC2CCCO2)cc1 (stereo unspecified),-6,94,1,97,5,-2,1.1,/,2,7
COc1ccc(S(=O)(=O)NCc2ccco2)cc1-c1nnc2c3ccccc3c(C)nn12,-7,99,0.71,103,1,-3,1.1,/,3,0
CCn1c(-c2nn(-c3ccc(C)cc3)ccc2=O)n[nH]c1=S,1,102,1.2,99,-6,-2,1,0.02,2,6
Cc1[nH]c(=O)[nH]c(=O)c1CSc1nnc([C@@H](NC(=O)OC(C)(C)C)C(C)C)o1,-5,89,1.1,94,12,12,1.1,/,-12,8
Cc1ncc([N+](=O)[O-])n1CCOC(=O)NC(NCc1ccccc1)C(Cl)(Cl)Cl (stereo unspecified),-6,99,1,100,1,-15,1.1,/,15,10
O=C(c1ccco1)N1CCN(CC(O)COc2ccc3oc4ccccc4c3c2)CC1 (stereo unspecified),-1,106,0.7,93,-7,-16,1,/,16,12
Cc1ccc(C(O)CN2C3=NCCCN3c3ccccc32)cc1 (stereo unspecified),-4,96,1.2,103,6,-8,1,/,8,1
CCOC(=O)C1=C(O)CSC1=Nc1cccc(Cl)c1,-3,96,1.1,81,4,5,1,/,-5,27
CCOC(=O)Cc1cc(=O)[nH]c(=O)[nH]1,-6,95,1,94,3,5,1.1,1.4,-5,13
CCCCNC(=S)N/N=C/C1=CCC2CC1C2(C)C (stereo unspecified),-5,102,1.2,115,-3,-13,1.1,-0.87,13,-13
COCCN=C1NC(=O)C(CC(=O)Nc2cccc(Cl)c2C)S1 (stereo unspecified),0,108,1.1,92,-9,3,1,0.2,-3,14
CCCC1=NN(C(=O)C(=O)Nc2ccc(Br)cc2)C(O)(C(F)(F)F)C1 (stereo unspecified),-2,97,1.4,96,1,-1,1,1.1,1,13
O=C1NCCCC2c3cc(O)c4ccccc4c3OC12N1CCCCC1 (stereo unspecified),-5,106,0.56,47,-6,11,1.1,-0.17,-11,63*
COc1ccc2oc(=O)c(C(C)=O)cc2c1,-2,102,1.2,104,-2,-7,1,/,7,-3
CCOC(=O)N1CCC(NC(=O)C2CCC(Cn3c(=O)[nH]c4ccccc4c3=O)CC2)CC1 (stereo unspecified),/,98,/,97,2,-20,/,/,20,8
CCOC(=O)N1CCN(C(=O)CN(c2cccc(C)c2)S(=O)(=O)c2ccc(C)cc2)CC1,-5,93,1.1,104,9,-17,1,/,17,-1
COc1cc(/C=N/n2c(-c3ccc4c(c3)NC(=O)CO4)csc2=Nc2cccc(C)c2)ccc1O,0,112,0.45,88,-13,-17,1,0.28,17,22
O=C(OCC(=O)N1CCc2ccccc2C1)c1cccnc1Cl,26,123,2.4,108,-25,5,0.7,/,-5,-10
OC(Cc1nc2ccccc2[nH]1)c1ccccc1Cl (stereo unspecified),12,108,1.4,96,-9,-25,0.9,0.011,25,7
CC(=O)Nc1ccc(NC(=O)CN(C)S(=O)(=O)c2ccc3nc(C)sc3c2)cc1,-4,103,1.1,98,-3,-7,1,0.56,7,10
CN(C)CCCOC(=O)c1sc2ccccc2c1Cl,6,120,1.2,101,-24,13,0.9,/,-13,2
COC(=O)COc1nc(C)c(Br)c(OC)n1,-2,108,0.94,100,-15,-1,1,0.41,1,2
C=CCOC(=O)C1=C(C)N(C)C(=O)NC1c1cc2c(cc1Br)OCO2 (stereo unspecified),-5,100,0.88,95,1,-7,1.1,/,7,12
CC1(C)CC(=O)C=C(C(=O)N2CCCC(CCC(=O)NCc3ccccc3F)C2)O1 (stereo unspecified),-5,100,1.1,103,-1,-10,1.1,0.38,9,8
CSc1nnc(Cn2c(=O)sc3ccccc32)n1-c1ccccc1C,/,108,1.2,100,-7,-9,/,/,9,0
CCN1C(=O)/C(=C2/C=Cc3ccccc3N2CC)SC1=S,-1,104,1.5,93,-5,-7,1,0.037,7,19
Cc1ccccc1C(=O)NC(=S)Nc1ccc2[nH]c(=O)[nH]c2c1,-6,106,1.4,95,-7,-7,1.1,0.73,7,10
Cc1cccc(NC(=O)c2nc[nH]c2C(=O)Nc2cccc(C)c2)c1,-4,109,1.6,89,-11,6,1,1.1,-6,17
CCCNC(=O)CC(NS(=O)(=O)c1ccc(NC(C)=O)cc1)C(C)C (stereo unspecified),2,94,1,102,7,-8,1,-1.1,8,7

# Part of the list above, set out differently:
structure	FLuc inhib CS	STAT1 activator	NF-kB neuron act	STAT3 activator	STAT1 inh	APP transl inh	FLuc act counter	ROMK primary	APP 5'UTR act	STAT3 inh
CC1(C)CC(=O)C=C(C(=O)N2CCCC(CCC(=O)NCc3ccccc3F)C2)O1 (stereo unspecified)	-5	100	1.1	103	-1	-10	1.1	0.38	9	8
CN(C)CCCOC(=O)c1sc2ccccc2c1Cl	6	120	1.2	101	-24	13	0.9	/	-13	2
